LMPTP inh – blocks human LMPTP phosphatase; P24666; recombinant LMPTP-A, OMFP fluorogenic substrate, fluorescence intensity; inhibition, % at 20 µM; 360,000 compounds, 0.22% hits; AID 651560;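 active = compounds that cut the enzyme signal by at least half of the control window in the single-dose screen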;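 note: plate controls were DMSO wells with enzyme plus substrate for no effect and substrate without enzyme for full effect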
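material = LMPTP-A | quantity = 0.625 nM enzyme | reagent = OMFP substrate, 400 µM final | buffer or medium = Bis-Tris pH 6.0, DTT, detergent | detection = endpoint fluorescence intensity from OMFP dephosphorylation | dosing = single 20 µM dose | read-out basis = % inhibition relative to no-enzyme and uninhibited control wells | control set = no-enzyme and uninhibited controls | timing = 50 min at room temperature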
NadD block – blocks S. aureus nicotinate mononucleotide adenylyltransferase; purified NadD enzyme, colorimetric absorbance read-out; inhibition, % at 20 µM; 360,000 compounds, 0.78% hits; in the data active = inhibition above about 26%; note: some compounds past the cut are filed as inactive
Neddylation inh – inhibitors of human cullin neddylation; TR-FRET cullin neddylation, biochemical; calls only at 25 µM; 360,000 compounds, 0.58% hits; in the data active = inhibition above about 36%
CendR NRP1 mod – NRP-1/CendR interaction modulation; O14786; FAM-RPARPAR peptide binding to NRP-1, fluorescence polarization; inhibition, % at 25 µM; 360,000 compounds, 0.85% hits; AID 602438;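 active = inhibition or corrected inhibition above about 18%, plus a signal ratio from 0.5 to 1.5, limit read from the data, passing the limit was not always enough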; note: strong numbers were not always called active
SUMO1 PPI mod – SUMO1-SIM interaction modulation; 360,000 compounds, 0.33% hits; P63165; SUMO1 binding to a labelled peptide, TR-FRET, 1 h; inhibition, % at 20 µM; in the data active = inhibition above about 37%
Scp1 inh – inhibitors of human Scp-1 phosphatase; inhibition, % at 20 µM; Q9GZU7; 340,000 compounds, 0.88% hits; Recombinant Scp1, phosphopeptide, malachite green phosphate absorbance;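 active = inhibition above about 50% at 20 µM, limit read from the data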;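 note: plate controls were DMSO wells with enzyme for no effect and wells lacking enzyme for full effect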
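assay system = SCP-1 phosphatase catalytic domain, residues 76-261 | buffer or medium = 50 mM Tris acetate pH 5.5, 0.005% Tween-20, 10 mM MgCl2 | incubation = enzyme reaction 45 min at room temperature, colour 5 min, stabilisation 30 min | signal = Phosphate-binding colour reagent, absorbance read at 630 nm | measure = % inhibition at 20 µM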
DNMT1 inh – inhibitors of human DNMT1. DNMT1 molecular beacon, Hinp1I cleavage, fluorescence. inhibition (reported as % activation of signal), % at 10 µM. 360,000 compounds, 0.83% hits. AID 588458; in the data active = inhibition above about 50%
Target sequence (P26358 504-1616 limits assumed): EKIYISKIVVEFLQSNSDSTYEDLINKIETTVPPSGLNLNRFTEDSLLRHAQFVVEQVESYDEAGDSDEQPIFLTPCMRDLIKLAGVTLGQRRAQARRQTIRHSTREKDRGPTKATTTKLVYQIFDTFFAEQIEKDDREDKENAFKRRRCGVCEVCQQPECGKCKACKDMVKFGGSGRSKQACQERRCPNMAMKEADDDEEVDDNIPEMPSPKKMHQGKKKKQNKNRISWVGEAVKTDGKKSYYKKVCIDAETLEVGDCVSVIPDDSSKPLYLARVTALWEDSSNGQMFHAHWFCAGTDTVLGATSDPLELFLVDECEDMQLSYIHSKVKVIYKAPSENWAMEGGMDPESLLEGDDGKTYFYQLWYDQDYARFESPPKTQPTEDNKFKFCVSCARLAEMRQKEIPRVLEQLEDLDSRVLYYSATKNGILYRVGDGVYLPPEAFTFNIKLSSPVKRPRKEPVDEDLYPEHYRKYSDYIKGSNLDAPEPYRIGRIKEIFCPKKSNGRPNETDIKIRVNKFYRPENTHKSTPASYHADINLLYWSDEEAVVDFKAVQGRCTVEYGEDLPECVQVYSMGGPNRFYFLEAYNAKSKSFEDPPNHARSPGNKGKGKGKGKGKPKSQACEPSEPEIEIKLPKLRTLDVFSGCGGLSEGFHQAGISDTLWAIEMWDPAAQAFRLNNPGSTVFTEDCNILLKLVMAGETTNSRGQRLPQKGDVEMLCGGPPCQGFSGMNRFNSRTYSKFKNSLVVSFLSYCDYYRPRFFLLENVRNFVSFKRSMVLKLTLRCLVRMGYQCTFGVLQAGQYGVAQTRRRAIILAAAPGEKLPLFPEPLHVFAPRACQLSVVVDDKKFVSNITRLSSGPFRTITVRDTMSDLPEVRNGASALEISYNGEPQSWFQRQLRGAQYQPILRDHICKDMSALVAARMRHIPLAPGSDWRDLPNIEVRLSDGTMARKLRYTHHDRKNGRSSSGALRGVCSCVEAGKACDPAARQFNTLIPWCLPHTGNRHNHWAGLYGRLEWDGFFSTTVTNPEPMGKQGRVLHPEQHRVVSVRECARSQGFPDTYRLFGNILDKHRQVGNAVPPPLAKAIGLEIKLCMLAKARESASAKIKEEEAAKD
TbMetRS inhib – blocks T. brucei methionyl-tRNA synthetase activity | purified T. brucei MetRS, ATP depletion, Kinase-Glo luminescence | inhibition, % at 11.9 µM | 360,000 compounds, 0.4% hits | AID 624268;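 active = inhibition above a per-plate cutoff of the control wells' mean inhibition plus 3 SD, cut at about 5.5% in these data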;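 note: 0% = DMSO wells median and 100% = median of wells with control inhibitor compound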
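Assay system: T. brucei methionyl-tRNA synthetase, purified | Medium: HEPES buffer with MgCl2, KCl, DTT, spermine, BSA, pyrophosphatase | Compound: 11.9 µM single point | Incubation: 15 min enzyme-compound preincubation, 2 h reaction, 10 min detection, 25 °C | Measured by: Kinase-Glo luciferase luminescence reporting remaining unconsumed ATP | Measure: % inhibition normalized to control-well medians | Replication: Singlicate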
SKN-1 block – blocks SKN-1 activity in C. elegans; AID 624304; inhibition, % at 21.8 µM; 360,000 compounds, 0.49% hits; C. elegans VP596 Pgst-4::GFP/RFP ratio, acrylamide-induced, 24 h;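 active = interference check ratio from 0.5 to 1.5 plus GFP to RFP signal ratio inhibition reaching or exceeding a fixed threshold, cut at about 30% in these data, passing the limit was not always enough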; note: some compounds called inactive have numbers as strong as hits
STEP inh – inhibitors of human striatal-enriched phosphatase STEP. P54829. recombinant STEP, OMFP fluorogenic substrate, fluorescence. inhibition, % at 20 µM. 360,000 compounds, 0.25% hits. AID 588621;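 active = inhibition at 20 µM, scaled per plate between control wells, above about 37%, limit read from the data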;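 note: 0% = DMSO with enzyme and substrate and 100% = substrate only without enzyme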
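System: STEP phosphatase, cell-free reaction; Buffer or medium: Bis-Tris pH 6.0 buffer with DTT, detergent; Incubation: 20 min at room temperature, dark; Measured by: fluorescence, 480/540 nm.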
* marks the source's active call; other numbers are inactive results; i = inactive; . = not tested or not shown; & = joins results of further samples. These rows are one share of the data. The share of hits here may be higher or lower than overall.

SMILES	LMPTP inh	NadD block	Neddylation inh	CendR NRP1 mod	SUMO1 PPI mod	Scp1 inh	DNMT1 inh	TbMetRS inhib	SKN-1 block	STEP inh
O=C(C(=O)N1CCC2(CC1)OCCO2)c1c[nH]c2ccccc12	-0.7	0	i	3	1	6	7	3.7	14	-1
C[C@]12CCC(=O)C=C1CC[C@@H]1C2[C@H](O)C[C@]2(C)C(=O)CCC12 (some centres not stated)	-2.3	-6	i	6	0	-4	-1	0.3	2	-1
c1ccc2c(c1)CNc1ccccc1O2	-0.2	-6	i	1	-2	-6	-1	-0.8	-4	0
CCOP(=O)(OCC)C(NC(=O)NC)C(N)=O (configuration not stated)	-0.2	-3	i	-4	-2	-14	-2	-0.4	-3	0
CCCCCCC(N)CC(=O)O (configuration not stated)	-2.6	9	i	3	3	-11	6	-0.7	17	23
CN(C)c1ccc(-[n+]2c(-c3ccccc3)cc(-c3ccccc3)cc2-c2ccccc2)cc1	14	0	i	-1	-19	44	10	-1.6	-20	4
CCOP(=O)(OCC)/C(C#N)=C/c1ccoc1	-1.4	-7	i	-60	-4	-2	7	0.2	16	0
COc1ccc(OC(=O)N(C)C[C@@H]2OCc3cnnn3CCCC(=O)N([C@@H](C)CO)C[C@H]2C)cc1	-0.4	-2	i	-11	1	.	-1	-0.7	-5	8
CSc1ncc(Cl)c(C(=O)O)n1	-3.2	-2	i	12	0	-13	2	-0.2	1	-1
CCOC(=O)[C@]12Cc3cc(C)ccc3[C@H]1N(C1CCCCC1)C(=O)c1ccccc12	1.6	4	i	9	16	.	.	-0.7	10	.
Cc1nn(Cc2ccccc2)c(C)c1C(=O)NCc1ccccc1F	0.5	-5	i	7	0	-6	-4	1.1	12	-1
O=C(O)c1ccc(N=Cc2c(O)[nH]c(=O)[nH]c2=O)cc1	-3.8	2	i	4	-2	-3	0	-1.1	6	-3
Cc1cc(C(=O)OCC(=O)Nc2ccc(F)cc2F)c(C)n1C1CC1	0.4	2	i	-8	2	-1	-31	-0.1	12	2
C#CCN1CCN(c2ccc(F)cc2)CC1	-1.4	-3	i	0	1	-7	1	0.4	12	-1
CC(=O)OC1CC(OC2C(O)CC(OC3C(O)CC(OC4CCC5(C)C(CCC6C5CC(O)C5(C)C(C7=CC(=O)OC7)CCC65O)C4)OC3C)OC2C)OC(C)C1OC1OC(CO)C(O)C(O)C1O (configuration not stated)	0.5	4	i	-8	-1	-3	-4	-0.6	12	-1
CN(C)P(=O)(C(Cl)=C(N1CCCCC1)N1CCCCC1)N(C)C	-2.7	5	i	9	-2	-5	1	-0.3	7	2
COc1cccc(CC(=O)N(C)C2CCCN(Cc3ccccc3F)C2)c1 (configuration not stated)	-2.5	-6	i	5	2	-6	-2	0.5	-5	2
CCOC(=O)c1ccc(N2C(=O)CC(N3CCC(C#N)(c4ccccc4)CC3)C2=O)cc1 (configuration not stated)	-0.2	7	i	-5	0	-5	-4	-0.1	-9	-1
COc1ccc(NC(=O)C2C3CCC(O3)C2C(=O)O)c(OC)c1 (configuration not stated)	-0.8	-1	i	-6	-1	-5	-1	-0.1	-7	0
COc1ccc(NC(=O)N2CCC3(CC2)OCCO3)c(OC)c1	-3.3	-1	i	15	1	-6	0	-0.6	5	-2

Overlap with the part before: 4 entries, then new ones.
SMILES	LMPTP inh	NadD block	Neddylation inh	CendR NRP1 mod	SUMO1 PPI mod	Scp1 inh	DNMT1 inh	TbMetRS inhib	SKN-1 block	STEP inh
COc1cccc(CC(=O)N(C)C2CCCN(Cc3ccccc3F)C2)c1 (configuration not stated)	-2.5	-6	i	5	2	-6	-2	0.5	-5	2
CCOC(=O)c1ccc(N2C(=O)CC(N3CCC(C#N)(c4ccccc4)CC3)C2=O)cc1 (configuration not stated)	-0.2	7	i	-5	0	-5	-4	-0.1	-9	-1
COc1ccc(NC(=O)C2C3CCC(O3)C2C(=O)O)c(OC)c1 (configuration not stated)	-0.8	-1	i	-6	-1	-5	-1	-0.1	-7	0
COc1ccc(NC(=O)N2CCC3(CC2)OCCO3)c(OC)c1	-3.3	-1	i	15	1	-6	0	-0.6	5	-2
CCN(CC)CCOC(=O)c1cc2cc(COC)ccc2o1	-2.6	-3	i	0	-5	71*	2	-1.2	-11	1
CCCCNC(=O)c1c(N)n(CCCOC)c2nc3ccccc3nc12	6.6	-4	.	-1	26	-2	-16	1.6	6	-4
COC(=O)C1(F)C(=O)NC(=O)NC1O (configuration not stated)	-0.9	1	i	11	0	.	.	-0.8	10	.
CC(=O)OC1C(O)C(C)OC(OC2C(OC(=O)C3CCC4C(C3)OC3(CC(OC(=O)/C=C/c5ccccc5)C(C)CO3)C43CO3)OC(C)C(O)C2OC(C)=O)C1O (configuration not stated)	-1.7	-5	i	-8	-5	0	-7	-0.3	13	0
CCCCCn1c(=O)c(C(=O)NCc2ccccn2)c(O)c2ccccc21	5.4	3	i	10	1	-16	3	-0.9	0	2
COCCNC(=O)Cn1cc(/C=C2\C(=O)NC(=O)N(c3ccccc3F)C2=O)c2ccccc21	-1.5	3	i	-11	-3	-1	-1	-0.2	-12	-2
CCOc1ccc(N=Cc2c(O)n(-c3ccc(C)c(C)c3)c(=O)[nH]c2=O)cc1	-1.2	7	i	-11	-21	0	0	0.0	-5	-1
O=c1[nH]c(=O)n(Cc2ccc(F)cc2)c(O)c1C=NCC1CCCO1 (configuration not stated)	-1.0	5	i	-6	-1	32	7	-1.0	-11	-5
COC(=O)C1=C(c2ccc(F)cc2OCc2ccccc2)C[C@@H]2CC[C@H]1N2C(=O)NCc1ccccc1OC	9.1	-13	i	14	3	-4	-2	-0.2	4	4
C[C@]12N[C@H](Cc3ccccc31)c1ccccc12	-0.3&-2.1	-6&-2	i	-19&-6	-3&0	-9&-1	7&2	-0.8&-0.6	10&-9	-3&-4
Cc1ccccc1-n1c(O)c(/C=N/N2CCOCC2)c(=O)[nH]c1=S	-0.5	-6	i	-52	0	-5	3	-0.3	14	-4
O=c1[nH]c2ccccc2c(=O)n1-c1cccc(Cl)c1	0.6	-3	i	-11	-2	-2	2	-1.2	11	-2
Cc1c(CCN)ccc2c1[nH]c1ccccc12	-1.0	0	i	8	-2	2	-7	-1.0	-17	0
Cc1ccc(-c2nc(CS(=O)CC(=O)N3CCC4(CC3)OCCO4)c(C)o2)cc1 (configuration not stated)	0.1	3	i	-6	3	.	-8	-0.2	2	1
Cc1nn(Cc2ccccc2)c(C)c1C=C1C(=O)NC(=O)NC1=O	-1.1	7	i	-20	-2	-30	1	-0.9	-10	1
CSc1ccc(C(=O)C2CCCN(C)C2)cc1 (configuration not stated)	1.2	-6	i	2	7	-5	0	-0.5	4	4
Cc1cccc(N=C2c3cc([N+](=O)[O-])ccc3-c3c2cc([N+](=O)[O-])cc3[N+](=O)[O-])c1	5.2	18	i	2	-29	-5	-1	-0.1	-10	7
Nc1ccc(S(=O)(=O)N2CC3CC(C2)c2cccc(=O)n2C3)cc1 (configuration not stated)	-1.2	3	i	5	-2	-9	2	-0.1	-3	-1
c1ccc(C2OCCN3CCCCC23)cc1 (configuration not stated)	-1.5	-1	i	-8	3	-2	10	-0.1	-18	4
O=C1CN=C(c2cc([N+](=O)[O-])ccc2Cl)c2cc([N+](=O)[O-])ccc2N1	-2.1	0	i	0	-32	-3	4	-0.6	-13	-2
COc1cc(C2(C#N)CCN(C)CC2)cc(OC)c1OC	-1.4	-2	i	12	-1	-10	-1	-0.3	14	0
CNC(=O)Oc1ccc(-c2cn3cc(Cl)ccc3n2)cc1	-1.7	-8	i	3	-3	-5	-2	-1.3	17	-3
O=C(CCN1CCOCC1)NCC(=O)Nc1ccc(Br)cc1C(=O)c1ccccc1	-0.2	-11	i	17	-4	-4	-2	0.1	-9	2
COc1cc(/C=N/n2cnnc2)ccc1OC(=O)N(C)C	-0.9	-1	i	-3	4	13	5	-0.7	1	0
C=CCN=C(SCC(=O)c1ccc(Cl)cc1)c1c(O)n(C)c(=O)n(C)c1=O	-0.4	-1	i	2	6	-34	-1	-0.1	3	4
O=C(CCNC(=O)N1C[C@H]2C[C@@H](C1)c1cccc(=O)n1C2)Nc1ccc(F)cc1	-0.1	1	i	1	1	4	13	-1.4	-2	-1
Cc1ccc(Cl)cc1-n1c(O)c(C=NCCCN2CCOCC2)c(=O)[nH]c1=O	-5.8	-3	i	-4	1	-7	2	0.0	-13	3
C=CCOC(=O)C1C(C(=O)O)C2(Cl)C(Cl)=C(Cl)C1(Cl)C2(Cl)Cl (configuration not stated)	-2.3	-2	i	9	10	-5	-3	0.1	10	1
COC(=O)C1=C(c2ccc(-c3ccccc3)c(F)c2)C[C@@H]2CC[C@H]1N2C(=O)NCCOc1ccc(OC)cc1	10	-1	i	-4	4	-21	-16	-0.3	-6	0
O=C1CCCN1CC#CCN1CCCC1	-1.8	-2	i	2	2	-6	1	-0.2	4	-1
NS(=O)(=O)c1ccc(N=Nc2c(O)[nH]c(=S)[nH]c2=O)cc1	-0.7	-1	i	-9	-29	-6	-1	-0.1	0	3
C=CCN(CC=C)C(=O)Nc1ccc(OCC)cc1	-0.1	-2	i	-6	2	4	0	-1.2	4	3
O=C(COC(=O)Cc1ccccc1)Nc1ccc(F)cc1	-1.5	6	i	4	4	-9	-1	-0.4	6	1
COc1ccc(N2C(=O)NC(=O)/C(=C/c3ccc([N+](=O)[O-])s3)C2=O)cc1	14	17	i	4	38*	20	29	0.1	31	5
C[C@]12CC[C@@H](O)CC1=CC(=O)C1C2CC[C@]2(C)C(=O)CCC12 (some centres not stated)	0.1	1	i	8	1	2	-3	-0.2	-13	3
Cc1oc(-c2ccccc2F)nc1CS(=O)CC(=O)N1CCC2(CC1)OCCO2 (configuration not stated)	-2.2	0	i	-2	-3	-9	0	-0.9	-15	1
O=C(c1cc(S(=O)(=O)N2CCOCC2)ccc1F)N1CCC2(CC1)OCCO2	0.0	-3	i	-17	2	6	0	0.6	34	0
COc1ccc2c(c1)CC1(CN2C)C(=O)NC(=O)N(CCc2ccccc2)C1=O (configuration not stated)	0.1	15	i	-6	1	-10	-14	-0.6	15	2
O=C(Nc1nc(-c2ccccc2)c(-c2ccccc2)s1)c1ccc(S(=O)(=O)N(CCCl)CCCl)cc1	1.6	6	i	0	1	-9	-4	0.4	10	2
COC(=O)C1=C(c2cccc(OC)c2OC)C[C@@H]2CC[C@H]1N2C(=O)NCCS(C)=O (some centres not stated)	-1.7	-5	i	3	3	-5	7	-0.5	-6	2

Bioassay records deposited in PubChem by several laboratories.
